All columns: NCI-60 one-dose screen, growth in % after 48 h at 10 µM unless noted; 100 = growth as untreated, 0 = no growth, -100 = all killed.
NCI-H460 = NCI-H460 lung cancer; 82,000 compounds, 6.8% hits
NCI-H23 = NCI-H23 lung cancer. AID 1794731. 80,000 compounds, 4% hits
RXF 393 = RXF 393 renal cancer cells; 77,000 compounds, 6.9% hits; AID 1794773
NCI-H226 = NCI-H226 lung cancer; AID 1794732; 79,000 compounds, 3.5% hits
CAKI-1 = CAKI-1 renal cancer; 75,000 compounds, 4.7% hits; AID 1794772
A498 = A498 renal cancer cells; 76,000 compounds, 5.4% hits; AID 1794774
NCI-H522 = NCI-H522 lung cancer; 78,000 compounds, 8% hits; AID 1794739
NCI/ADR-RES = NCI/ADR-RES ovarian cells; 81,000 compounds, 4.4% hits; AID 1794790
ACHN = ACHN renal cancer. AID 1794771. 81,000 compounds, 4.9% hits
* = called active by the depositor; x = no result given; & = joins results of further samples; [ ] = another dose, or the depositor's remark. Rule for the calls: active = growth percent below 10; inactive = the rest.

canonical_smiles,NCI-H460,NCI-H23,RXF 393,NCI-H226,CAKI-1,A498,NCI-H522,NCI/ADR-RES,ACHN
Cc1nc(N2N=C(c3ccc(Cl)cc3)CC2c2cccnc2)sc1/C=C/c1ccc(Cl)cc1 (stereo not given),115.8,97.7,103.9,104.1,97.3,x,83.2,106.1,110.0
CCOC(=O)C(C(C)=O)C(C)C(C(C)=O)C(=O)OCC (stereo not given),103.4,101.2,114.9,106.4,96.9,106.8,100.5,100.1,106.7
Cn1ncc2c(Nc3ccc(Br)cc3)nc(Nc3ccc(Br)cc3)nc21,8.2*,27.5,64.1,62.1,37.7,x,44.8,21.5,40.1
Cc1cc(N/C=c2\sc3ncnn3c2=O)no1,104.7,91.6,112.5,108.4,100.9,x,90.8,99.1,105.9
Cn1c(=N)oc(=O)c2ccccc21,101.2,103.8,102.5,107.5,99.2,93.7,98.2,109.6,106.4
COC(=O)c1c(C)nc(C)c2c1C(=O)C=C(NCc1ccccc1)C2=O,67.1,72.0,94.5,93.9,81.5,124.2,78.8,81.7,76.0
Nc1nc(=S)c2ncn(C3OC(COC(=O)c4ccc(Cl)cc4)C(OC(=O)c4ccc(Cl)cc4)C3OC(=O)c3ccc(Cl)cc3)c2[nH]1 (stereo not given),91.1,91.9,x,86.9,x,75.0,86.8,102.5,98.2
N#Cc1c(NC(=O)c2ccco2)[n+]([O-])c2ccc(F)cc2[n+]1[O-],96.7,100.3,x,97.1,98.7,108.9,82.1,114.6,94.6
Cc1[nH]n(-c2ccccc2)c(=O)c1C=NC(=S)C(N)=S,106.7,98.1,105.6,99.7,97.2,93.8,86.2,101.4,100.4
Clc1ccc2[nH]cc(-c3nn4cc(-c5cccnc5)nc4s3)c2c1,99.9,92.8,112.8,96.5,69.7,109.5,97.1,101.9,87.8
Cc1nn(-c2ccccc2)cc1/C=C1\SC(N2CCCCC2)=NC1=O,95.2,103.8,86.0,86.7,39.8,71.3,x,89.7,74.7
CC1(C)CCCC2=C1C(=O)N(SC(Cl)(Cl)Cl)C2=O,108.5,100.5,90.0,93.6,92.4,119.9,-73.2*,105.0,82.9
CC(=O)Nc1c(Cl)c2c(c(Cl)c1Br)-c1ccc(Cl)cc1C2,93.8,84.6,96.2,85.1,72.7,114.0,93.5,97.1,83.3
OCCNc1nccc(N2CCN(c3ccnc4cc(Cl)ccc34)CC2)n1,96.8,80.5,77.1,92.2,77.0,15.5,65.2,x,92.5
Cc1ccc(C)c(OCC(=O)O)c1,111.9,96.3,x,x,99.9,114.6,101.5,99.0,110.5
CC1Cc2c(ncn3c(-c4ccccc4)nnc23)N(C)c2ccccc21 (stereo not given),105.9,91.1,107.0,90.7,94.0,86.2,82.6,92.4,104.3
CC(=O)OC1CC2C(C)(CCC3C2(C)CCC2(C)C4CC(C)(C)CCC4(C)CCC32C)C1C (stereo not given),101.1,95.3,96.4,88.7,104.1,108.9,94.0,105.4,102.1
CCOC(=O)C1OC2(CCCC2)OC1C(=O)OCC (stereo not given),116.4,102.7,103.8,97.1,102.3,106.8,90.5,116.8,109.3
COc1ccc(-c2cc(-c3ccc(OC)c(OC)c3)nc(SCCCC(=O)NO)n2)cc1,-5.0*,-26.8*,-46.6*,-15.3*,-29.2*,-32.4*,2.7*,-34.7*,-24.9*
C#CCOc1cc(N(CC)CC)ccc1C(C(=O)NC(C)(C)C)N(C(=O)C1CCc2cc(F)ccc2O1)c1cc(Cl)cc(Cl)c1 (stereo not given),58.6,x,66.7,64.9,43.2,96.6,48.7,73.1,56.2
Cn1c(=O)c2c(nc(NC3=NS(=O)(=O)c4ccccc43)n2CC(=O)Nc2ccc(S(N)(=O)=O)cc2)n(C)c1=O,101.3,92.3,98.3,98.5,90.0,60.4,99.4,95.8,97.0
COc1cccc(C(=O)N(c2cccc(C)c2C)C(C(=O)NC(C)(C)C)c2cc3c(C)cc(C)cc3nc2Cl)c1 (stereo not given),65.6,56.7,75.1,49.3,53.7,82.3,52.3,83.2,58.1
CC(=O)Nc1cccc(-c2ccc(C#N)n2C)c1,103.4,100.3,119.1,127.2,89.3,91.4,90.4,112.1,100.3
CCN1C(=O)N(CC)C2Nn3c(s/c(=C4\C(=O)N(CC(C)(C)C)c5ccccc54)c3=O)=NC21 (stereo not given),100.0,92.6,73.3,76.9,38.0,57.0,66.0,65.4,68.2
FC(F)c1nc2nc(Cl)c(Cl)nc2[nH]1,106.1,98.0,107.0,101.2,96.0,95.6,91.7,100.0,100.7
Cc1[nH]nc2c1C(c1cc(=O)oc3c1ccc1ccccc13)CC(=O)O2 (stereo not given),105.5,98.2,112.7,104.3,94.5,120.8,71.4,99.1,101.3
CCCCN(C(=O)OCC)c1ccccc1,108.0,105.4,108.5,98.4,106.0,107.4,99.8,110.2,114.2
CSc1nnc(-c2cnn3c2NC(c2ccccc2)C3)n1-c1ccc(C(F)(F)F)cc1 (stereo not given),61.8,72.6,79.1,73.5,32.0,46.8,26.1,56.0,52.3
Clc1ccc(/C=C/c2cc(/C=C/c3ccc(Cl)cc3Cl)nc3ccccc23)cc1,103.6,91.7,97.4,93.1,76.0,158.4,99.2,96.5,95.1
CCOc1ccc(CCNC(=O)c2cccs2)cc1OCC,109.4,106.0,98.9,97.5,97.7,104.5,100.9,107.4,101.0

Three successive entries out of the list so far:
canonical_smiles,NCI-H460,NCI-H23,RXF 393,NCI-H226,CAKI-1,A498,NCI-H522,NCI/ADR-RES,ACHN
CSc1nnc(-c2cnn3c2NC(c2ccccc2)C3)n1-c1ccc(C(F)(F)F)cc1 (stereo not given),61.8,72.6,79.1,73.5,32.0,46.8,26.1,56.0,52.3
Clc1ccc(/C=C/c2cc(/C=C/c3ccc(Cl)cc3Cl)nc3ccccc23)cc1,103.6,91.7,97.4,93.1,76.0,158.4,99.2,96.5,95.1
CCOc1ccc(CCNC(=O)c2cccs2)cc1OCC,109.4,106.0,98.9,97.5,97.7,104.5,100.9,107.4,101.0

The results go on.
canonical_smiles,NCI-H460,NCI-H23,RXF 393,NCI-H226,CAKI-1,A498,NCI-H522,NCI/ADR-RES,ACHN
Clc1ccc(C2=NN3C(C2)c2ccccc2OC3c2cccnc2)cc1 (stereo not given),83.0,87.3,111.9,87.0,51.3,98.3,66.1,82.0,69.4
C[N+](C)(C)CC(O)CC(=O)O (stereo not given),104.5,98.6,113.8,95.6,100.1,111.7,99.0,99.1,97.9
[N-]=[N+]=NC1CC(n2ccc(=O)[nH]c2=O)OC1COC(c1ccccc1)(c1ccccc1)c1ccccc1 (stereo not given),90.8,95.5,x,92.5,76.5,84.4,57.7,76.8,90.4
COc1cc(C(c2c[nH]c3ccccc23)N2CCCC2)ccc1OCc1ccccc1 (stereo not given),98.9,82.0,52.9,80.1,53.3,71.6,71.1,76.5,73.2
Cc1cc[n+](CC(=O)c2ccc(Cl)cc2)c(C)c1,109.8,101.6,118.7,99.9,96.1,79.0,98.1,115.5,103.5
O=[N+]([O-])c1cccc(/C=C/c2ccccn2)c1,91.0,76.1,69.3,74.9,52.3,x,72.1,81.2,72.1
O=c1oc2cc(OS(=O)(=O)c3ccccc3)ccc2c2c1CCCCCC2,74.3,75.5,76.7,67.6,93.8,75.0,79.2,73.0,90.6
COc1ccc(-c2c(NC(=O)Nc3ccc(Br)cc3)cnn2-c2ccc(S(N)(=O)=O)cc2)cc1,97.8,102.7,121.9,113.0,x,87.0,86.3,101.3,101.4
COC1OC(CO)C(O)C(O)C1O (stereo not given),103.0&118.3&111.1&103.6,102.6&103.8&98.3&100.3,98.3&129.7,98.5&115.3&103.5&104.2,99.9&98.9&103.8,99.4&115.1&92.9&116.4,84.3&103.5&100.0&86.8,105.7&100.4&103.9&100.1,116.1&109.4&103.2&99.8
Oc1cccc2ccc(-c3n[nH]c(=S)n3-c3ccccc3)nc12,105.1,102.8,x,101.1,91.5,95.9,98.2,104.1,97.3
COc1ccc(C(=O)n2nc(-c3cccnc3)nc2N)cc1OC,101.9,97.3,100.2,93.3,97.2,89.5,94.6,101.4,103.6
Cc1ccccc1[C@@H]1C[C@@H]2Cc3ccc4ccccc4c3N1O2,106.3,92.3,97.7,88.3,75.8,73.4,84.5,96.0,102.6
COC(=O)C1(N)CCCC1,101.6,102.1,120.8,110.4,97.9,89.5,100.5,104.2,102.9
CC(=O)N[C@@H](CNC(=O)c1cc(NC(=O)c2cc(NC(=O)c3cc(NC(=O)c4nccn4C)cn3C)cn2C)cn1C)CC(=O)Nc1cn(C)c(C(=O)Nc2cc(C(=O)Nc3cc(C(=O)Nc4cc(C(=O)NCCCN(C)CCCNC(=O)c5cccc(C(=O)O)c5)n(C)c4)n(C)c3)n(C)c2)n1,10.6,89.9,97.6,58.4,x,92.9,39.0,87.4,75.1
CC(C)C(C(=O)O)N1C(=O)C2C3CCC(C3)C2C1=O (stereo not given),111.2,105.8,103.0,x,101.8,115.1,82.9,109.6,103.5

The results go on:
Structure,NCI-H460,NCI-H23,RXF 393,NCI-H226,CAKI-1,A498,NCI-H522,NCI/ADR-RES,ACHN
S=C([S-])[P+](C1CCCCC1)(C1CCCCC1)C1CCCCC1,97.4,98.5,101.9,84.9,94.8,74.5,x,94.1,98.2
Cc1c(C(=O)O)nnn1-c1ncc(Cc2ccccc2)s1,102.8,100.5,107.1,96.1,102.0,94.3,79.7,99.1,105.2
COc1cc(NS(C)(=O)=O)ccc1Cc1c2ccccc2nc2ccccc12,-1.1*,11.2,-13.4*,-17.5*,-4.8*,-8.8*,43.2,62.3,x
CC[C@H](CC[C@@H](C)[C@H]1CC[C@H]2[C@@H]3C/C(=N\OCCC#N)[C@@H]4C/C(=N/OCCC#N)CC[C@]4(C)[C@H]3CC[C@]12C)C(C)C,106.2[100 µM],95.7[100 µM],128.5[100 µM],95.6[100 µM],84.3[100 µM],108.2[100 µM],92.4[100 µM],93.8[100 µM],109.1[100 µM]
Cc1ccc(S(=O)(=O)Nc2ccc3cc([N+](=O)[O-])ccc3c2[N+](=O)[O-])cc1,91.3&76.4,92.6&65.7,101.9&93.2,95.5&67.6,69.4&57.8,83.0&69.1,85.3&54.6,104.8&79.5,94.5&71.2
O=C(Nc1ccc(CN2CCOCC2)c(C(F)(F)F)c1)c1nc2ccc3[nH]ncc3c2c2c1CCCC2,90.1,93.2,99.7,91.2,80.9,113.1,87.3,96.3,91.5
Nc1n[nH]c2ccc([C@@H]3Nc4ccc5[nH]ncc5c4[C@H]4C5C=CC(C5)[C@@H]34)cc12 (stereo not given in full),-10.8*,14.1,17.8,-6.8*,35.3,x,14.3,-27.5*,24.4
C=CCC(OC(C)=O)c1cccc(OC)c1OC (stereo not given),106.8,96.5,106.5,97.0,103.6,101.2,101.3,108.8,107.9
CCOC(=O)C1=CSC2=NC3=C(CCCC/C3=C\c3ccccc3)C(c3ccccc3)N12 (stereo not given),117.6,92.7,100.7,90.7,98.9,132.8,91.3,98.3,100.3
Cc1ccc2nc(-c3c(N)n[nH]c3CCCO)[nH]c(=O)c2c1,109.8,104.9,167.0,97.5,111.6,100.2,113.8,101.6,114.6
CC(=O)Nc1ccc(/C=C2/SC(=S)N(/C=C(\c3ccccc3)S(=O)Cc3ccccc3)C2=O)cc1 (stereo not given),103.5,97.1,116.0,101.5,96.6,87.7,69.8,107.9,95.5
Fc1ccc(C2=NN(c3ccccc3)C(c3cccc(Nc4ccnc5cc(C(F)(F)F)ccc45)c3)C2)cc1 (stereo not given),89.1,86.4,88.7,81.2,x,90.0,69.3,90.5,89.3
COc1cc(C)cc(-c2nn(CC(N)=O)cc2-c2ccnc(Oc3ccc(OC)c(OC)c3)n2)c1,99.3,91.9,100.5,79.0,89.4,82.6,91.6,98.8,94.6
O=C1C=CC(=Nc2ccc3c(c2)C(=O)c2ccccc2-3)O1,113.5,95.4,103.9,94.1,101.2,105.3,77.3,102.9,103.4
COc1cc(/C=C2\NC(=O)NC2=O)ccc1O,104.8,111.6,106.2,108.6,97.6,91.5,96.9,106.9,106.4
Cn1c(NCc2ccccc2)nc(N)c(N=O)c1=O,105.8,85.0,97.7,102.8,85.6,98.3,99.0,86.4,100.2
CC(=O)Oc1cc(C)c(OC(C)=O)c2ccccc12,83.3,88.3,110.4,99.7,102.2,80.9,75.3,85.7,75.9
O=C1CN(CO)C(=O)CN1CO,103.8,102.9,x,112.6,94.8,94.0,98.9,102.9,97.6
CC(=O)n1nc(-c2ccc(O)cc2)cc1-c1cn(-c2ccccc2)nc1-c1ccc(O)cc1,100.7,97.2,95.5,88.6,83.3,77.4,105.4,101.7,80.9
CC1(O)CC(CSC#N)OC(c2ccc(F)cc2)C1 (stereo not given),105.1,101.7,117.6,89.6,77.8,102.5,39.2,101.7,94.4
CCCSc1nc(-c2ccc(F)cc2)cc(-c2ccco2)n1,108.4,105.1,126.9,x,96.6,101.2,97.1,103.8,x
